# PHOSPHO1 block – PHOSPHO1 (human) inhibition. recombinant PHOSPHO1, absorbance phosphatase assay. inhibition, % at 13.3 µM. 1.1% of 290,000 active. Q8TCT1; in the data active = inhibition above about 60%
# Target sequence (Q8TCT1 whole entry, looked up): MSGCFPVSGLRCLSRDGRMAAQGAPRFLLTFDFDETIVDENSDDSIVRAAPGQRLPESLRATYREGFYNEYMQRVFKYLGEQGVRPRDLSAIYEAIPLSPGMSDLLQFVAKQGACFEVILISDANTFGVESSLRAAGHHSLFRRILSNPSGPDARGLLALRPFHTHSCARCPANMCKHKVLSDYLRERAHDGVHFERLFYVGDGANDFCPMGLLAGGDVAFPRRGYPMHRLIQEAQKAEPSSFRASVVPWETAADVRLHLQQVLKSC
# MEKK3 PB1 HTS – MEKK3-MEK5 PB1 interaction, increase or decrease; Q99759; bead-based flow cytometry, Alexa488-MEK5 binding to MEKK3; actives lie on both sides; 0 = blocked by unlabeled MEK5, 100 = vehicle; binding response (% of control), % at 10 µM; 1.4% of 290,000 active;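 active = binding response more than 3 SD above or below the average of its plate-row segment, actives on both sides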;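 note: Alexa488 bead fluorescence after subtracting the streptavidin-only scavenger bead signal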
# Target sequence (Q99759 whole entry, looked up): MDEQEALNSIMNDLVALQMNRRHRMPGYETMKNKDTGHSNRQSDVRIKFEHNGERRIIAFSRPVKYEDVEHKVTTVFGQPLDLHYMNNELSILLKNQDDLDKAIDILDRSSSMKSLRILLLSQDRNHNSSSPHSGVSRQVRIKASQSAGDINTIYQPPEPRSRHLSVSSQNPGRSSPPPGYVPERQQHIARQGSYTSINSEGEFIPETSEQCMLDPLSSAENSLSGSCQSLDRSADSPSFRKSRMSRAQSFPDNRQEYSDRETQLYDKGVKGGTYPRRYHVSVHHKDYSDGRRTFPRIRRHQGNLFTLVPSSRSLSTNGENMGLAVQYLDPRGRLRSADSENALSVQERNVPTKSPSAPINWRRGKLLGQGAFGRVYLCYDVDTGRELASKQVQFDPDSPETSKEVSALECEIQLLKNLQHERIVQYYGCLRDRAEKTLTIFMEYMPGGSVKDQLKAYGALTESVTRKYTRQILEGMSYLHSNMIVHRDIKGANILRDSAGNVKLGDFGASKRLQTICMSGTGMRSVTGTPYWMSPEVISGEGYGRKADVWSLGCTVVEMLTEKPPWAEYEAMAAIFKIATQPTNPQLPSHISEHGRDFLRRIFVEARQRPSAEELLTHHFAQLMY
# VIM-2 inh – inhibitors of Pseudomonas aeruginosa VIM-2 metallo-beta-lactamase. 0.89% of 290,000 active. inhibition, % at 5.6 µM. purified VIM-2, nitrocefin hydrolysis, epi-absorbance fluorescence;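 active = inhibition above the mean of all tested compounds plus 3 SD, cutoff set per screening run, cut at about 7.5% in these data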;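 note: red hydrolysis product quenches plate fluorescence so inhibitors raise well fluorescence; 0% = enzyme with DMSO and 100% = DMSO without enzyme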
# IMP-1 inh – inhibitors of Pseudomonas aeruginosa IMP-1 metallo-beta-lactamase; purified IMP-1, nitrocefin hydrolysis, epi-absorbance fluorescence; inhibition, % at 5.6 µM; 0.45% of 290,000 active;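 active = inhibition above the mean plus 3 SD of all compounds in the same screening run, cut at about 4.5% in these data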;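 note: 0% = IMP-1 with DMSO and 100% = DMSO wells lacking enzyme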
#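 System: purified IMP-1; amount: IMP-1 0.2 nM before substrate addition; compound: single dose, 5.6 µM; times: 25 °C, 15 min preincubation, 25 min reaction; signal: Epi-absorbance via hydrolysed-nitrocefin quenching of white-plate fluorescence, 480/530 nm, EDTA stop; benchmarks: DMSO with and without IMP-1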
# p-CIP stab down – compounds decreasing mouse p/CIP protein stability | decrease of EGFP signal, % at 10 µM | 0.01% of 290,000 active | Q05BA5 | F442A p/CIP-EGFP cells, EGFP fluorescence, 16 h | AID 1984;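 active = EGFP signal decrease of at least 30% at 10 µM or well 3 SD below plate mean, unless failing retest; inactive = the rest, including hits failing retest or dose response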; note: some compounds called inactive have numbers as strong as hits; many of its hits are not listed in these tables
# UBC9 SUMO inh – blocks human SUMOylation mediated by UBC9; AID 2006; HTRF SUMOylation assay, SAE1/SAE2 + UBC9, in vitro; inhibition, % at 35 µM; P63279; 0.36% of 290,000 active; in the data active = inhibition above about 50%, passing the limit was not always enough; note: strong numbers were not always called active
# Target sequence (P63279 whole entry, looked up): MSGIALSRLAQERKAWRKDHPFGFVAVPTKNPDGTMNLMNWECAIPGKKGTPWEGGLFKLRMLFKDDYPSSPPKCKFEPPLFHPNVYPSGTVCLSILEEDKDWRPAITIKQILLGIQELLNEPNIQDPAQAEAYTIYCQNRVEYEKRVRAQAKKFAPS
# NS3 helicase inh – HCV NS3 helicase inhibition. inhibition, % at 10.9 µM. NS3 helicase DNA unwinding, Cy5 molecular beacon fluorescence. 0.56% of 290,000 active;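 active = inhibition above the mean of all tested compounds plus 3 SD, set per campaign, cut at about 35% in these data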;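 note: 0% = DMSO wells and 100% = thioflavine S control wells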
#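 assay system = NS3 helicase fragment of HCV | buffer or medium = MOPS pH 6.5, MgCl2, DTT, Tween20, BSA | timing = 60 min unwinding reaction at 25 °C after ATP addition | signal = Cy5 beacon fluorescence read at start and 1 h | read-out basis = % inhibition of unwinding | control set = low DMSO, high thioflavine S at 110 µM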
# IDE cell activ – activators of human insulin-degrading enzyme in cells; 0.073% of 340,000 active; P14735; activation, % at 5.96 µM; HEK cells, FAbeta-B cleavage, fluorescence polarization; 0% vehicle, 100% cell-free pure enzyme wells;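 active = activation above the mean of all tested compounds plus 3 SD, set per screening campaign, cut at about 17% in these data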
# FID counter – fluorescent intercalator displacement, NS3 helicase counter-screen; 0.17% of 290,000 active; AID 1845; inhibition, % at 7.9 µM; DNA fluorescent intercalator displacement, fluorescence; in the data active = inhibition above about 37%;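 note: 0% = vehicle and 100% = reference compound; higher means more ethidium bromide displaced from hairpin DNA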
# An asterisk follows results filed as active; · = not tested or not shown. These rows are one share of the data; count on the stated rates, not on these rows.
# Each structure is followed by: PHOSPHO1 block	MEKK3 PB1 HTS	VIM-2 inh	IMP-1 inh	p-CIP stab down	UBC9 SUMO inh	NS3 helicase inh	IDE cell activ	FID counter
(1) CCC(C(=O)NCCCN1CC(C)CC(C)C1)n1ncn2c(cc3occc32)c1=O (stereo unspecified)
    27	101	-0.6	-3.2	-7	12	-7	-3	17
(2) COc1cc2[nH]c(=O)n(CCC(=O)N3CCN(Cc4ccccc4)CC3)c(=O)c2cc1OC
    32	89	-0.8	-0.9	1	11	-2	0	-11
(3) CCCc1ccc(C(=O)NNc2ccccc2F)cc1
    -1	101	-3.1	-1.4	5	6	-9	1	-7
(4) O=C(C1CCCN(CCCc2ccccc2)C1)N1CCCCC1 (stereo unspecified)
    -10	108	-0.3	-1.4	-2	-6	-5	2	4
(5) CCOC(=O)CSc1nc2cc(C(=O)N3CCCC3)ccc2c(=O)n1Cc1ccccc1
    0	104	-3.7	-2.0	-33	-12	-11	0	-44
(6) Cc1ccc(CN2C(=O)CCC2C(=O)NC(C)C)cc1 (stereo unspecified)
    15	103	0.7	-1.6	2	4	-1	7	-2
(7) COC(=O)c1cc(-c2ccc(OC)c(OC)c2)c2c(=O)[nH]c(=O)n(C)c2n1
    20	106	9.4*	-2.7	-11	28	-6	-6	-38
(8) Cc1ccc(C(=O)Nc2cccc(NC(=O)c3cccnc3)c2)cc1
    31	100	-1.5	-5.3	-15	7	-2	-3	-22
(9) C/C(=N/NC(=O)CSc1nc2ccccc2n1C)c1ccc(O)cc1
    0	99	-4.7	-1.7	-4	6	-3	3	0
(10) Cc1ccccc1C(=O)Oc1ccc(Sc2ccc(O)cc2)cc1
    -1	86	-2.7	-3.5	-17	12	-2	·	3
(11) Cc1cc(O)c(C2(O)C(=O)Nc3cc(Br)ccc32)cc1C (stereo unspecified)
    ·	93	-4.1	-1.7	-5	7	-7	2	-10
(12) CC(=O)Nc1ccc(/C=N/OCC(=O)Nc2ccc(C)cc2)cc1
    1	105	-3.5	-2.5	-1	4	0	1	-4
(13) CCOCCCN1CC(C(=O)NCCc2ccc(C)cc2)CC1=O (stereo unspecified)
    -5	97	-1.5	0.7	-9	18	-4	2	-4
(14) CCOC(=O)Cc1csc(NS(=O)(=O)c2cccc([N+](=O)[O-])c2)n1
    8	103	-2.7	-2.8	-7	-3	5	7	-9
(15) Cc1ccccc1N/N=C/c1ccc(C#N)cc1
    1	94	0.9	0.4	-16	3	0	3	-3
(16) COc1cccc(NC(=O)CNC(=O)Cn2cnc3sc4c(c3c2=O)CCCC4)c1
    31	100	-4.3	-3.6	-4	3	-6	-4	-30
(17) Cc1ccc(NC(=O)NCCCN2CCCC2=O)cc1C
    5	104	0.9	-1.4	-5	4	-5	3	-6
(18) Cc1ccc(CNC(=O)CCC2CCCN(Cc3cccc4cccnc34)C2)o1 (stereo unspecified)
    1	102	0.6	-1.0	10	7	-21	5	5
(19) CCOC(=O)CN(C(=O)CNC(=O)c1ccco1)C(C(=O)NC1CCCC1)c1ccccc1OCC (stereo unspecified)
    19	105	-1.5	-2.2	-7	24	2	2	-29
(20) COc1ccccc1NC(=S)NC(=O)Cc1ccc(Cl)cc1
    14	99	-2.7	-0.8	-7	8	-3	5	-3
(21) COc1ccc(/C=N/NC(=O)c2cccc(NC(C)=O)c2)c(OC)c1
    -5	105	-1.9	-1.2	4	-2	-5	6	-12
(22) CCn1c(Cc2cccs2)nnc1SCC(=O)NC1CC1
    43	98	-2.3	-2.0	13	4	7	7	-7
(23) Cc1ccc(OC(=O)N2CCOCC2)cc1
    15	99	-2.7	-2.1	-3	-10	6	5	4
(24) COc1ccc(NC(=O)C2CCCN2S(=O)(=O)c2cccc3cccnc23)cc1OC (stereo unspecified)
    17	101	-2.4	-1.5	8	7	-6	-1	-32
(25) CCOc1ccccc1C1CC(c2ccc(Br)cc2)Nc2nc(N)nn21 (stereo unspecified)
    10	100	-1.7	-2.0	1	14	-8	1	-28
(26) O=C(COC(=O)C1CCC(=O)N1)Nc1ccc(Cl)cc1Cl (stereo unspecified)
    1	102	-1.5	-4.6	-9	-13	9	6	-4
(27) C=CCNC(=S)Nc1ccc2nc(C)oc2c1
    29	96	-1.8	-2.4	-8	19	6	9	-5
(28) Cc1ccc(NC(=O)c2ccccn2)c(Br)c1
    -22	102	0.5	-0.4	2	2	7	-6	-3
(29) Cc1ccc(-c2cc(C(=O)N(C)Cc3cnn(C)c3C)c3cc(Br)ccc3n2)cc1
    -41	102	-1.4	-3.0	3	-31	-10	4	-22
(30) COc1ccc(CN(C(=O)c2ccco2)c2ccc(Br)cc2)cc1OC
    13	103	-3.8	-4.5	-4	6	-9	3	-15
(31) CCNC1=C(Cl)C(=O)c2ccccc2C1=O
    2	103	-0.9	-2.4	-7	10	0	5	3
(32) O=C(Nc1sc2c(c1C(=O)O)CCCC2)c1ccc(Cl)cc1
    15	100	-0.8	-1.4	-14	23	22	-2	12
(33) Cn1cccc1C(=O)NC(=O)COC(=O)c1cc(S(=O)(=O)N2CCCCC2)ccc1Cl
    -21	98	-3.2	-2.8	9	7	-1	·	-1
(34) COc1ccc(S(=O)(=O)N2CCCOC2CNC(=O)C(=O)NCCCN2CCOCC2)cc1C (stereo unspecified)
    51	97	-4.6	-1.7	13	16	1	6	3
(35) CCOc1ccc(NC(=S)Nc2ccc(F)cc2)cc1
    14	107	-2.0	0.5	-16	3	15	5	-8
(36) Cc1ccc(S(=O)(=O)N/N=C/c2cc(Br)c(C)o2)cc1
    91*	94	-4.6	-0.9	-9	34	6	4	0
(37) Cc1ccc(S(=O)(=O)N2c3ccccc3NC(=O)CC2C)cc1 (stereo unspecified)
    10	116	-0.1	-1.7	-10	1	1	9	-2
(38) CN(Cc1ccccc1)C(=O)CN1C(=O)c2ccccc2S1(=O)=O
    28	98	-3.3	-2.7	7	7	-1	3	-8
(39) O=C(O)CCCC(=O)Nc1c(F)c(F)c(F)c(F)c1F
    0	105	0.5	0.1	-9	19	-5	8	-6
(40) COC(=O)c1cccc(NC(=O)CSc2nnc(COc3ccc(C#N)cc3)n2-c2ccccc2)c1
    18	105	0.8	-6.2	2	-2	-8	4	-5
(41) O=C1c2ccccc2C(=O)N1CC#CCN1CCN(C(c2ccccc2)c2ccccc2)CC1
    6	105	-0.5	-3.2	-6	8	-21	-3	11
(42) O=C(NC(Nc1ncc(S(=O)(=O)c2ccc([N+](=O)[O-])cc2)s1)(C(F)(F)F)C(F)(F)F)c1ccc(Cl)cc1
    38	·	-0.3	-1.5	-5	-8	7	1	6
(43) Cc1ccc(C(=O)NCc2nc3ccccc3[nH]2)o1
    14	103	-2.1	-2.1	6	14	4	1	-4
(44) Cc1ccc(C)c(CN2CCC(n3nccc3NC(=O)C3CCCC3)CC2)c1
    18	103	-2.8	-1.4	-2	10	-7	5	3
(45) O=S(=O)(c1ccc(NC(=S)NCc2cccnc2)cc1)N1CCCCC1
    7	103	-1.9	-2.6	-15	8	-20	8	-12
(46) O=C(NC(=S)NCCN1CCOCC1)c1ccc(F)cc1
    7	94	0.2	-0.3	0	11	-2	4	-1
(47) CC(Sc1ccc2c(c1)OCCO2)C(=O)Nc1ccc(N2CCOCC2)cc1 (stereo unspecified)
    58	100	0.9	-0.3	-8	14	-4	2	-14
(48) CN(C)c1ccc(/C=C2\SC(=O)N(CCc3nnc(N)s3)C2=O)cc1
    30	96	-2.8	-3.7	-48	48	19	-19	-23
(49) COc1ccc(NC(=O)CN(C)C(=O)c2ccc3c(c2)S(=O)(=O)N=C2CCCCCN23)cc1
    10	100	-1.8	-2.2	-3	0	1	3	-17
(50) CCNC(=S)N(CCc1c(C)[nH]c2ccccc12)Cc1cc(OC)c(OC)c(OC)c1
    -9	99	-3.6	-3.3	7	-11	-12	4	-28
(51) NC(=O)CSc1nnc(COc2ccccc2)n1CCc1ccccc1
    -7	101	-1.7	-3.4	0	-2	3	3	-28
(52) O=C(NNC(=O)c1ccccc1-n1cccc1)c1ccc(Cl)c(Cl)c1
    -19	107	-4.3	-1.9	-15	-6	0	-4	-3
(53) Cc1ccc(-c2cc(C(F)F)n3ncc(C(=O)Nc4ccc(S(=O)(=O)Nc5ccccc5C)cc4)c3n2)cc1
    -16	103	2.0	-0.3	-10	22	-2	4	1
(54) CCOC(=O)N1CCN(c2c(NCc3ccc(N(C)C)cc3)c(=O)c2=O)CC1
    41	107	-1.3	-0.3	5	4	7	10	-1
(55) Cc1cc(C)n(-c2ccc(C(=O)N3CCC(CO)(Cc4ccccc4)CC3)cc2)n1
    33	97	-4.8	-2.1	-10	0	-4	-6	-29
(56) COc1ccc(S(=O)(=O)NC(CC(=O)NCCc2ccc(OC)c(OC)c2)C(C)C)cc1 (stereo unspecified)
    48	101	-4.8	-4.2	-11	17	-1	5	-27

# Among those listed so far, 11 contain an aryl methoxy group.
# Each structure is followed by: PHOSPHO1 block	MEKK3 PB1 HTS	VIM-2 inh	IMP-1 inh	p-CIP stab down	UBC9 SUMO inh	NS3 helicase inh	IDE cell activ	FID counter
(2) COc1cc2[nH]c(=O)n(CCC(=O)N3CCN(Cc4ccccc4)CC3)c(=O)c2cc1OC
    32	89	-0.8	-0.9	1	11	-2	0	-11
(7) COC(=O)c1cc(-c2ccc(OC)c(OC)c2)c2c(=O)[nH]c(=O)n(C)c2n1
    20	106	9.4*	-2.7	-11	28	-6	-6	-38
(16) COc1cccc(NC(=O)CNC(=O)Cn2cnc3sc4c(c3c2=O)CCCC4)c1
    31	100	-4.3	-3.6	-4	3	-6	-4	-30
(20) COc1ccccc1NC(=S)NC(=O)Cc1ccc(Cl)cc1
    14	99	-2.7	-0.8	-7	8	-3	5	-3
(21) COc1ccc(/C=N/NC(=O)c2cccc(NC(C)=O)c2)c(OC)c1
    -5	105	-1.9	-1.2	4	-2	-5	6	-12
(24) COc1ccc(NC(=O)C2CCCN2S(=O)(=O)c2cccc3cccnc23)cc1OC (stereo unspecified)
    17	101	-2.4	-1.5	8	7	-6	-1	-32
(30) COc1ccc(CN(C(=O)c2ccco2)c2ccc(Br)cc2)cc1OC
    13	103	-3.8	-4.5	-4	6	-9	3	-15
(34) COc1ccc(S(=O)(=O)N2CCCOC2CNC(=O)C(=O)NCCCN2CCOCC2)cc1C (stereo unspecified)
    51	97	-4.6	-1.7	13	16	1	6	3
(49) COc1ccc(NC(=O)CN(C)C(=O)c2ccc3c(c2)S(=O)(=O)N=C2CCCCCN23)cc1
    10	100	-1.8	-2.2	-3	0	1	3	-17
(50) CCNC(=S)N(CCc1c(C)[nH]c2ccccc12)Cc1cc(OC)c(OC)c(OC)c1
    -9	99	-3.6	-3.3	7	-11	-12	4	-28
(56) COc1ccc(S(=O)(=O)NC(CC(=O)NCCc2ccc(OC)c(OC)c2)C(C)C)cc1 (stereo unspecified)
    48	101	-4.8	-4.2	-11	17	-1	5	-27

# Screening results (PubChem)
